# Compound activity: PubChem, Fisher Drug Discovery Resource Center
# mcGAS RapidFire: blocks mouse cGAS cGAMP production; Q8C6L5; recombinant mouse cGAS, cGAMP by RapidFire MS; inhibition, % at 12.5 µM; hit rate 0.18% among 130,000;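 active = inhibition of cGAS enzyme activity at or above 60%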;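 also: enzyme stimulated by 45 bp dsDNA with ATP and GTP substrates; cGAMP share of summed cGAMP plus half ATP and half GTP signals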
# Target sequence (Q8C6L5 whole entry, looked up): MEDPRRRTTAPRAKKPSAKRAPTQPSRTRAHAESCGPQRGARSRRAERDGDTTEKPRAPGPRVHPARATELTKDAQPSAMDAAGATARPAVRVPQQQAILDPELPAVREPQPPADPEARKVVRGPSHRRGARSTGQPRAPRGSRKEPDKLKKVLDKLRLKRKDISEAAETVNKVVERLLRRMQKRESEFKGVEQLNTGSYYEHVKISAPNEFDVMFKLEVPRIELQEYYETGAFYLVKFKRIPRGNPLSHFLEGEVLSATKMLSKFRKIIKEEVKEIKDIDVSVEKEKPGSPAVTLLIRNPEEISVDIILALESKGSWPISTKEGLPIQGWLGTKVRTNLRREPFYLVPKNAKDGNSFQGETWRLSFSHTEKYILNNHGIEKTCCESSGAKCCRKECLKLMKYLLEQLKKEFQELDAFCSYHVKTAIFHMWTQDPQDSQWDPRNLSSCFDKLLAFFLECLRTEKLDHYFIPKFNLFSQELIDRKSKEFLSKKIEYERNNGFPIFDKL
# An asterisk follows results filed as active; & = joins results of further samples. The list is partial; count on the stated rates, not on these rows.
no.	mol	mcGAS RapidFire
1	CCOc1ccc2nc(S(=O)(=O)NC(=O)C3(C)CCN3C(=O)C(C)(C)c3ccccc3)sc2c1 (stereo unspecified)	4
2	Cc1cccc2c1N(C(=O)CCn1c(=O)[nH]c(=O)c3ccccc31)CC2	-9
3	CCC(=O)C1=C(c2ccccc2)N(C(=O)CC)n2c(CC)nnc2S1	-8
4	O=C(OCc1nnc(-c2ccccc2)o1)c1ccc(Cl)cc1	-11
5	COc1ccc(C(C)NCC(O)COc2ccc(Cl)cc2Cl)cc1F (stereo unspecified)	-8
6	CO[C@H]1COC[C@@H]1NC(=O)c1coc(COc2ccc3sc(C)nc3c2)n1	-17
7	COc1ccc(CCNC(=O)c2cc3c(C)nn(CC(C)C)c3s2)cc1OC	-5
8	Cc1nc2c(s1)C(N(C)C(=O)c1cn[nH]c1C)CCC2 (stereo unspecified)	-2
9	CC1CCC(NS(=O)(=O)c2ccc3c(c2)CCO3)CC1 (stereo unspecified)	-4
10	O=C(Cn1c(=O)cnc2ccccc21)NC12CC3CC(CC(C3)C1)C2	-7
11	Cc1ccc2nc(-c3ccc(NC(=O)CN4CCN(C)CC4)cc3)sc2c1	-18
12	Cn1c(=O)c(Cl)c2c3c(c(Br)ccc31)C(=O)c1ccccc1-2	2
13	Oc1ccc(CCn2ccnc2-c2cccc(F)c2F)cc1	3
14	CCCc1nnsc1C(=O)N1CCN(c2nc3c(OC)ccc(Cl)c3s2)CC1	-13
15	NC(=O)NC1(C(=O)N2CCCC3(CC=CCC3)C2)CCCCC1 (stereo unspecified)	5
16	O=C(CSc1nnc(NC2CC2)s1)Nc1ccc(Cl)cc1	-6

# Three compounds out of the list, arranged by molecular weight, high to low:
no.	mol	mcGAS RapidFire
11	Cc1ccc2nc(-c3ccc(NC(=O)CN4CCN(C)CC4)cc3)sc2c1	-18
12	Cn1c(=O)c(Cl)c2c3c(c(Br)ccc31)C(=O)c1ccccc1-2	2
3	CCC(=O)C1=C(c2ccccc2)N(C(=O)CC)n2c(CC)nnc2S1	-8

# New compounds follow:
no.	mol	mcGAS RapidFire
17	C=CCOc1cccc(C(=O)N2CCCC(CNS(=O)(=O)c3cccs3)C2)c1 (stereo unspecified)	-3
18	O=C1COCc2ccc(-c3ccccc3)cc2N1CC1CC1	-2
19	CCN(C(=O)Cn1nc(C(=O)N2CCN(C)CC2)cc1C)c1ccccc1C	-6
20	COCCn1c(SC(C)C(=O)OC)nc2sc3c(c2c1=O)CCC3 (stereo unspecified)	-8
21	NC(=O)COc1c(Cl)cc(Cl)cc1CNCc1cccnc1	-7
22	COc1cc(CC(=O)N2C[C@@H]3[C@@H]4CC[C@@H](C4)[C@@H]3C2)cc(OC)c1OC	-12
23	Cc1cc(=O)n2nc(CSc3nnc4n3CCCCC4)sc2n1	5
24	CCOC(=O)C1(CCCc2ccccc2)CCN(C(=O)Cn2nc3ccccc3n2)CC1	0
25	O=C(NC1CCCCCC1)c1cc2c(=O)n3ccccc3nc2s1	-6
26	Cn1c(Cn2c(=O)sc3ccccc32)nnc1SC/C=C/c1ccccc1	4
27	COc1cn2c(cc1=O)C(=O)N(CCNC(=O)CCC1CCCCC1)CC2	-10
28	CCONC(=O)CSCc1ccc(C)cc1	-7
29	CCCN(Cc1nc2cc(Cl)ccc2c(=O)[nH]1)C(=O)COc1ccccc1F	8
30	O=C(NCC1CC1)C1CCCN(CCCc2nnnn2-c2ccccc2)C1 (stereo unspecified)	-1
31	NC(=O)c1ccccc1OCC(=O)N(Cc1ccc(F)cc1)C12CC3CC(CC(C3)C1)C2	-5
32	O=C1OC(c2ccc(-c3ccccc3)cc2)=N/C1=C\C(Cl)=C\c1ccccc1	-7
33	CCCS(=O)(=O)NCC1CCN(C2CC(C)(C)NC(C)(C)C2)C1 (stereo unspecified)	-23
34	COc1cccc(NC(=O)CCC2CCN(Cc3nc4ccccc4s3)CC2)c1	-9
35	CC(C)Cn1cncc1CNS(=O)(=O)NCc1ccccc1	-14
36	COc1nn(C)c2nc(C)c(CCC(=O)Nc3ccc(C)cc3C)c(C)c12	-9
37	CC(C)(C)C(=O)NCC(=O)Nc1ncc(Cc2ccc(Cl)cc2)s1	-6
38	COc1ccc2c(Cl)c(C(=O)NNC(=O)COc3ccc([N+](=O)[O-])cc3)sc2c1	-4
39	N#CCCN(CC1CCC1)C(=O)CCOc1ccccc1Cl	-46
40	CCNC(=O)C1(C)CCN1Cc1ccc(-c2ccccn2)cc1 (stereo unspecified)	-10
41	CN(C)CCN(C(=O)CN(C)S(=O)(=O)c1ccccc1)c1ccccc1	-24
42	O=C(c1ccc2c(c1)OCO2)N1CCCC(N2CCN(c3cccc(Cl)c3)CC2)C1 (stereo unspecified)	-21
43	COCC1CCN(Cc2cc3ccc(OC)cc3[nH]c2=O)C1 (stereo unspecified)	-17
44	O=C(Cc1ccccc1F)Nc1ccc2c(c1)CN(C(=O)C1=CCCC1)CC2	-2&3
45	Cc1nn2cc(C(=O)c3cccs3)nnc2c1-c1ccccc1	-10
46	COc1ccc(OC)c(/C=C2N=C(/C=C/c3ccccc3)OC/2=O)c1	-8
47	COc1cccc2c1N(Cc1cn3ccsc3n1)CCC2	1
48	O=C(CCCc1cccs1)Nc1cc2ccccc2c(=O)[nH]1	3
49	CN1CC(=O)N2CCN(Cc3cc(C#CCO)cs3)CC2C1=O (stereo unspecified)	-14
50	OCCC1CN(Cc2cn[nH]c2-c2ccc(F)cc2)CCN1Cc1ccccc1F (stereo unspecified)	-4
51	CCCOCCN1CCN(c2ncc(C)c(N(C)C)n2)CC1	-27
52	CC1CN(CC2CCCN2S(=O)(=O)c2ccc(F)cc2Br)CC(C)O1 (stereo unspecified)	-29
53	CC1(C)Cc2c(c(N3CCOCC3)nc3sc4c(N5CCOCC5)ncnc4c23)CO1	-2
54	O=C(c1cncnc1)N1CCC2(CC1)N=CC1(CCCCC1)S2	-8
55	Cc1cn2c3c(=O)n(Cc4ccccc4Cl)c(=O)n(C)c3nc2n1CC1CCCO1 (stereo unspecified)	-4
56	CC(=O)N1CCc2cc(C(=O)NC(c3cccs3)C(C)(C)C)ccc21 (stereo unspecified)	-12
57	Nc1nccnc1C(=O)NCC1(c2ccc(F)cc2)CCCC1	15
58	COc1ccc(-n2ccc(C(=O)NC3(C)CCC(C)CC3)n2)cc1 (stereo unspecified)	-52
59	Cc1ccc(C2(O)CCN(C(=O)c3cccc(S(C)(=O)=O)c3)CC2)nc1	-14
60	Cc1cc(NC(=O)CN(C)C(=O)Cn2ncc(=O)c3ccccc32)no1	5
61	Cc1ccc(N2CCC(SCc3nc(C4CC4)no3)C2=O)cc1 (stereo unspecified)	-8
62	COc1ccc(C(=O)NC(C)c2ccc(Cl)cc2Cl)cc1 (stereo unspecified)	-10
63	Cn1nnc2c(=O)n(Cc3ccc(Cl)cc3)cnc21	-9
64	O=C(NC1CC1)C1CCN(C2CCN(C(=O)CSc3ccccc3)CC2)CC1	-12
65	CNC(=O)CCN(C)Cc1cc2n(n1)CCNC2	-9
66	NS(=O)(=O)CC1CCCN(c2ccccc2S(=O)(=O)C(F)(F)F)C1 (stereo unspecified)	-4
67	CC1(C)Cc2ccccc2C(c2nc3n(c2O)C(C)(C)Cc2ccccc2-3)=N1	-5
68	Cc1cccc(-c2cn[nH]c2C2CCN(C(=O)c3cnn4ccccc34)CC2)c1	-20
69	CCC1c2ccccc2CCN1C(=O)c1ccc(C(=O)OC)cc1 (stereo unspecified)	-11
70	Cc1ccc(C2CN(CC(=O)Nc3nncs3)CCO2)c(C)c1 (stereo unspecified)	-6&-3
71	CC(C)c1cc(CN2CCCC(CNC(=O)c3ccc(F)cc3)C2)[nH]n1 (stereo unspecified)	-11&-10
72	CN(Cc1cn[nH]c1-c1ccc(-c2ccccc2)cc1)CC(O)c1ccccc1 (stereo unspecified)	-3

# Later entries:
no.	mol	mcGAS RapidFire
73	CC(=O)c1ccc(NC(=O)CSc2nc(=O)n3cccc(C)c3n2)cc1	-3
74	O=C(Cc1cccs1)NC1C(=O)N2C(C(=O)O)=C(C[n+]3ccccc3)CSC12 (stereo unspecified)	21
75	CCc1nc(C)ccc1OCC(=O)N1CCC2(CN(C)C(=O)O2)C1 (stereo unspecified)	-26
76	c1cnc(N2CCN(Cc3csc(-c4cccs4)n3)CC2)nc1	6
77	COc1ccc(C2=Nc3ncnn3C(c3ccc(Cl)cc3)C2)cc1 (stereo unspecified)	-1
78	c1cncc(C2CCCCN2Cc2cn[nH]c2-c2cc3ccccc3o2)c1 (stereo unspecified)	6
79	CC(C#N)CNC(=O)Nc1ccc(C(=O)NCc2ccccc2)cc1 (stereo unspecified)	-3
80	CCOc1ccc(C(C)=O)cc1CSC(=N)N	2
81	Cc1nc(NCc2ccccc2)c(N)c(Oc2ccccc2)n1	-2
82	O=C(c1ccccn1)N1C[C@H]2OC(=O)N(CCCN3CCOCC3)[C@H]2C1	0
83	CC1=C(C(=O)N(C)C)C(c2ccccc2Br)NC(=S)N1C1CC1 (stereo unspecified)	-4
84	COc1ccc(C)cc1S(=O)(=O)N1CCN(c2cccc(C)c2C)CC1	-8
85	CCn1c(C)nnc1SCCn1cc(-c2cccc(O)c2)nn1	-7
86	O=C(CCc1ccsc1)N1CCOC(CCCc2ccccc2)C1 (stereo unspecified)	-7
87	CN(C)c1nc(N)nc(/C(C#N)=C/c2ccc(-c3ccccc3)s2)n1	1
88	CCN(CC)c1ccc(Cl)cc1N	2
89	Cc1nc(N2CCCC2)c2sc(=S)n(C)c2n1	-16
90	CC1CCN(Cc2nnnn2CC(=O)N2CCCCC2c2ccccn2)CC1 (stereo unspecified)	4
91	CC(=O)N(CN1C(=O)c2ccccc2C1=O)c1ccc(Br)cc1	15
92	Cc1nc2ccccc2n1CCNC(C(=O)N1CCOCC1)c1ccccc1 (stereo unspecified)	-3
93	COc1cc(Cl)cc(CN2CCC(CNC(C)=O)C2)c1OC (stereo unspecified)	-10
94	O=C(NCCOc1ccc(F)cc1F)NC1CCN(C2CC2)CC1	-44
95	C=CCSc1nc2c(c(=O)[nH]c(=O)n2C)n1CCCCCC	1
96	Cc1nn2c(C(F)(F)F)cc(-c3ccc(Cl)cc3)nc2c1C(=O)Nc1ccc(F)cc1F	-9
97	O=C(C=Cc1nc2ccccc2o1)N1CCCSc2ccccc21	-7
98	Cc1nc(C(C)C)cc(N2CCN(Cc3ncccc3C)CC2)n1	-15
99	OCc1cc(-c2ccccc2F)on1	-5
100	COc1cc(C)ccc1S(=O)(=O)NC(=O)C1(C)CCN1C(=O)C1(c2ccccc2)CCCC1 (stereo unspecified)	-3
101	Cc1cn2c3c(=O)[nH]c(=O)n(C)c3nc2n1CCCN1CCN(c2ccccc2F)CC1	-5
102	COc1cc(C(=O)NC2CCOC2)cc(OC)c1Br (stereo unspecified)	1
103	Fc1ccc(-c2nnc3n2N=C2CCCCC2S3)cc1 (stereo unspecified)	-8
104	O=C(O)c1c[nH]c2c(C(F)(F)F)cccc2c1=O	16
105	O=C1NC(=S)C(=Cc2ccc(-c3cc(Cl)ccc3Cl)o2)S1	12
106	Cc1cc(S(=O)(=O)N2CCN(C(=O)C3CC(=O)Nc4ccccc43)CC2)ccc1Br (stereo unspecified)	-14
107	O=c1[nH]c(=S)[nH]nc1-c1ccc(F)c(F)c1	8&13
108	Cc1nc(NC(=O)c2cccc3c2OCCO3)sc1C	1
109	Cn1cnnc1CCNC(=O)c1cc(Cl)c2c(c1)OCO2	12
110	Cc1cccc(NC(=O)CN(C)CCOc2cccc(Br)c2)c1C	-10
111	Cc1cccc(C(C)C)c1NC(=O)CN1CCN(C)CC1	-10
112	COc1ccccc1NC(=O)NCCNc1nc(C)cc(N(C)C)n1	-6
113	N#CC1=C(SCC(N)=O)NC(=O)CC1c1cccc(Oc2ccccc2)c1 (stereo unspecified)	-2
114	CC(=O)CC(C)(C)NC(=O)CCNC(C)c1ccc2c(c1)OCO2 (stereo unspecified)	22
115	CCOCCn1nc(C)cc1C(=O)N1CCNCC1C(=O)N1CCCC1 (stereo unspecified)	-1
116	Cc1cnc(CNC(=O)NCCOc2ncccc2Cl)s1	-4
117	NC1CCCN(c2nnnn2-c2ccc(-c3ccccc3)cc2)CC1 (stereo unspecified)	-1
118	C=CCn1ncc(CN2CCC3(CCNCC3)CC2)c1C	-9
119	CCCn1c(=O)c(C(=O)O)nn(-c2ccc(Cl)cc2)c1=O	3
120	CC(C=NN=c1sc2ccccc2n1C)=Cc1ccccc1	-7

# Looked up by compound from the entries so far, 7 records:
no.	mol	mcGAS RapidFire
116	Cc1cnc(CNC(=O)NCCOc2ncccc2Cl)s1	-4
118	C=CCn1ncc(CN2CCC3(CCNCC3)CC2)c1C	-9
119	CCCn1c(=O)c(C(=O)O)nn(-c2ccc(Cl)cc2)c1=O	3
114	CC(=O)CC(C)(C)NC(=O)CCNC(C)c1ccc2c(c1)OCO2 (stereo unspecified)	22
113	N#CC1=C(SCC(N)=O)NC(=O)CC1c1cccc(Oc2ccccc2)c1 (stereo unspecified)	-2
120	CC(C=NN=c1sc2ccccc2n1C)=Cc1ccccc1	-7
117	NC1CCCN(c2nnnn2-c2ccc(-c3ccccc3)cc2)CC1 (stereo unspecified)	-1

# (more compounds)
no.	mol	mcGAS RapidFire
121	COc1cc(NS(=O)(=O)c2cccs2)c(C(=O)O)c(OC)c1	-5
122	CN(C(=O)COC(=O)C1C2CC3CC(C2)CC1C3)C1CC1 (stereo unspecified)	0
123	Cc1cc(-c2cc(C)c3cc4c(cc3n2)OCO4)c(C)s1	2
124	Cc1ccc(Cn2ncc3c(C(=O)OC4CCCCC4=O)cc(C)nc32)cc1 (stereo unspecified)	-1
125	Fc1ccc(Nc2c(-c3ccsc3)nc3ncccn23)cc1	-3
126	OC1CCN(Cc2ccccc2NCc2cccc(OC(F)(F)F)c2)CC1	-2
127	CC(=O)Nc1ccc(CC(=O)NC(C)c2cccs2)cc1 (stereo unspecified)	-15
128	CNC(=O)c1cccc(CNC(=O)C(Oc2ccc(F)cc2F)C(C)C)c1 (stereo unspecified)	19
129	O=C1CSC(c2ccccc2)(C2SC(c3ccccc3)=NC2=O)N1 (stereo unspecified)	-3
130	CNC(=O)CSc1nc2[nH]ncc2c(=O)[nH]1	-5
131	O=C1Cc2cc(-c3csc(C4CC4)n3)ccc2N1	-47
132	COc1cc(OC)cc(C2=NC(=Cc3ccc(Br)cc3)C(=O)O2)c1	-9
133	CCNc1ccnc(N(C)Cc2ncc(C)[nH]2)n1	-8
134	O=c1[nH]c(N2CCOCC2)nc2ncn(-c3ccccc3)c(=S)c12	-6
